Compound activity (PubChem)
Phagocyt inh = inhibitors of macrophage phagocytosis, primary screen, imaging, J774A.1 cells, IgG beads | J774A.1 macrophage IgG-bead phagocytosis | inhibition, % at 5 µM | 0.07% of 110,000 active;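 active = inhibition above the mean of the plate negative controls plus 5 SD, cut at about 13% in these data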;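 also: phagocytic index as fraction of beads internalized from green versus red external bead signal; plate controls were DMSO negative control for no effect and cytochalasin-D positive control for full effect; some results beyond the cut were filed as inactive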
E-sel TNF inh = E-selectin induction blockers in HUVEC – imaging, immunofluorescence, high content, primary screen; inhibition, % at 2 µM; HUVEC TNFa-induced E-selectin immunofluorescence; 0.71% of 120,000 active;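 active = inhibition above the batch mean plus 3 SD, and confirmed as a hit on visual image review, cut at about 43% in these data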;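 also: 0% = TNF-stimulated DMSO wells and 100% = unstimulated control wells; not every result past the cut was called active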
bCat KO growth = primary screen for growth suppressors in beta-catenin knockout HCT116 cells (colon tumor, human); HCT116 beta-catenin knockout viability, CellTiter-Glo, 60 h; stronger effect = lower value; viability, % at 10 µM; 1.5% of 140,000 active; AID 818, 2007;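 active = viability at or under a set limit, the compound median less 4 SD, cut at about 6% in these data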;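 also: 0% = Hyamine 1622 control at 20 µM and 100% = untreated cell control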
BB579 growth dn = growth inhibitors of yeast BB579 in restrictive medium, primary screen, yeast lifespan-shortening project, S. cerevisiae; OD615, 48 h; inhibition, % at 10 µM; 0.51% of 140,000 active; AID 804, 2007;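 active = inhibition above a set limit, 3 SD over the mean compound inhibition, cut at about 44% in these data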; also: inactives centre near -24
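Material: Saccharomyces cerevisiae DeaD strain BB579, replicative lifespan model yeast; buffer or medium: CSMM-D restrictive synthetic medium containing dextrose (glucose); compound: 10 µM single dose, DMSO 0.25%; timing: 48 h compound exposure at 30 °C after 4 h preincubation; signal: turbidity as optical density at 615 nm; benchmarks: positive control amphotericin B 10 µg/mL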
HCT116 PTEN-null = growth suppression of PTEN-null HCT116, primary screen, cell-based, CellTiter-Glo; viability, % at 10 µM; AID 827, 2007; HCT116 PTEN-null viability, 60 h; stronger effect = lower value; 1.2% of 140,000 active;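 active = viability at or below a set limit, 4 SD under the median of all tested compounds, cut at about 3.7% in these data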;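 also: PTEN knockout HCT116 line with beta catenin targeted HCT116 as companion control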
MRP1 act = H69AR viability gain despite doxorubicin, primary screen, MRP-1 activator project, H69AR cells, CellTiter-Glo | 0.61% of 140,000 active | viability rescue | viability increase, % at 10 µM;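 active = viability gain under doxorubicin at or above a set limit, the compound median plus 3 SD, cut at about 4.7% in these data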;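 also: MRP-1 overexpressing cells given doxorubicin 25 µM after compound pretreatment; 18-22 h compound pretreatment then 72 h with doxorubicin before readout; 0% = doxorubicin-only wells and 100% = vehicle-treated cells without doxorubicin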
NPY Y2 blocker = NPY-Y2 receptor antagonists, primary screen, cell-based | inhibition, % at 2.7 µM | AID 793, 2007 | Neuropeptide Y receptor type 2 (Homo sapiens), P49146 | NPY-Y2 expressing cells, antagonist mode | 0.99% of 140,000 active; in the data active = inhibition above about 17%;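 also: 0% = vehicle with agonist challenge and 100% = reference antagonist with challenge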
Target sequence (P49146 whole entry, looked up): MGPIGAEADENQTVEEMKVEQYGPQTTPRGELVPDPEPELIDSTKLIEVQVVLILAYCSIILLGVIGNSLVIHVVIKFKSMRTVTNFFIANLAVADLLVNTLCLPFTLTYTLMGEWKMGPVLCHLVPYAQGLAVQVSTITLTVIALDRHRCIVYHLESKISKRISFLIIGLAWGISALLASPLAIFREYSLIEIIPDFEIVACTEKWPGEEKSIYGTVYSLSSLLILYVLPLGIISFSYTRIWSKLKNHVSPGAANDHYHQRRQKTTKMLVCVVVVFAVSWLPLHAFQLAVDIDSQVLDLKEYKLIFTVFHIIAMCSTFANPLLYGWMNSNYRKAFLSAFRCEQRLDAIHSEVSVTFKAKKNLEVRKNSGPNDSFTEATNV
Measles CPE = compounds protecting cells from measles virus cytopathic effect, primary screen, measles RdRp inhibitor project, single point, MLSMR library, absorbance; Measles virus-infected cells, CPE protection; protection (pct of control), % at 4 µM; 1.5% of 140,000 active; AID 841, 2007; in the data active = protection mostly above about 24%, no sharp cut-off; inactive = mostly below about 26%; also: some compounds called inactive have numbers as strong as hits
Yeast lifespan up = compounds extending yeast replicative lifespan, primary screen, S. cerevisiae, OD615; S. cerevisiae growth with nicotinamide; deaD strain in restrictive glucose medium; inhibition of the nicotinamide effect, % at 10 µM; 0.68% of 130,000 active;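 active = inhibition above a set limit, placed 3 SD over the median of all compounds, cut at about 26% in these data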;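 also: 0% = nicotinamide-treated wells and 100% = cells grown without nicotinamide; some compounds called inactive have numbers as strong as hits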
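System: DeaD-strain S. cerevisiae / Buffer or medium: CSMM-D, restrictive glucose (dextrose) synthetic minimal medium / Probe or stimulus: nicotinamide, 1.5 mM, co-present with compound / Compound: one concentration, 10 µM, DMSO 0.25% / Incubation: 48 h compound exposure at 30 °C, humidified / Technique: optical density (absorbance) at 615 nm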
GALR2 antag = GALR2 antagonists in receptor-expressing cells, primary screen; 0.39% of 140,000 active; Galanin receptor type 2 (Homo sapiens), O43603; antagonist mode; inhibition, % at 4 µM; in the data active = inhibition above about 27%;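 also: cells stimulated with galanin 1-16 at roughly its EC80; 0% = agonist challenge control and 100% = basal control without agonist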
Target sequence (O43603 whole entry, looked up): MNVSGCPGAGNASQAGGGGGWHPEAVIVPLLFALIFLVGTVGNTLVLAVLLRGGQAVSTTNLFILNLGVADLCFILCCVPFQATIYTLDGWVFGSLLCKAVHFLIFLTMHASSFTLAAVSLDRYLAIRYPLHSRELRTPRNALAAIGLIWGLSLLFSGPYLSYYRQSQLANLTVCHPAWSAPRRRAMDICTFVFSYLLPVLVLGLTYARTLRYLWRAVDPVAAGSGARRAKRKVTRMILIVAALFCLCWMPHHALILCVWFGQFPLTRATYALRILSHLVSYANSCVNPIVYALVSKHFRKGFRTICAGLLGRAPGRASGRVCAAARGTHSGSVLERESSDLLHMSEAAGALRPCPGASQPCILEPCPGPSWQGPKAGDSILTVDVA
An asterisk follows results filed as active; . = no result given.

The first 2 compounds (preview)
SMILES	Phagocyt inh	E-sel TNF inh	bCat KO growth	BB579 growth dn	HCT116 PTEN-null	MRP1 act	NPY Y2 blocker	Measles CPE	Yeast lifespan up	GALR2 antag
CCOc1ccc(CNC(=O)c2ccc(Sc3ccc(C)cc3)c(NC(C)=O)c2)cc1	-5	-2	76	-7	89	0.1	5	11	-5	2
Cc1ncn(C23CC4CC(CC(C4)C2)C3)n1	2	-8	85	-5	92	-1.8	1	4	1	-8

All compounds of this part, previewed entries included:
SMILES	Phagocyt inh	E-sel TNF inh	bCat KO growth	BB579 growth dn	HCT116 PTEN-null	MRP1 act	NPY Y2 blocker	Measles CPE	Yeast lifespan up	GALR2 antag
CCOc1ccc(CNC(=O)c2ccc(Sc3ccc(C)cc3)c(NC(C)=O)c2)cc1	-5	-2	76	-7	89	0.1	5	11	-5	2
Cc1ncn(C23CC4CC(CC(C4)C2)C3)n1	2	-8	85	-5	92	-1.8	1	4	1	-8
O=C(Nc1cccc(Cl)c1)C1C2CCC3C(CCC21)C3(Cl)Cl (stereo unspecified)	-6	.	34	-8	28	-1.6	14	2	-1	-15
CCCOc1ccc(-c2nc(OCC)c3ccccc3n2)cc1	0	7	91	-54	102	-1.0	-2	8	-9	-13
O=C1COc2ccc(C(=O)COC(=O)CCc3ccc(S(=O)(=O)N4CCOCC4)cc3)cc2N1	0	-5	92	3	93	-0.3	0	8	-18	-4
COCCn1c(-c2ccccc2)cnc1N	.	-17	96	-23	94	-3.9	0	14	-3	-13
CCOC(=O)c1cc(NC(=O)OC)c(C)nc1C	1	18	90	-26	109	-1.7	1	4	-13	13
O=C(Nc1ncccn1)C1CCCN1S(=O)(=O)c1ccc(Cl)c(Cl)c1 (stereo unspecified)	-2	-30	100	-12	91	-0.8	-1	45*	-7	-11
C/C(=N\NC(=O)c1cccc(Cl)c1)C1C(=O)c2ccccc2C1=O	-6	.	72	-40	61	3.3	1	5	43*	7
COc1cc2sc(C)nc2c2sccc12	0	-28	103	18	84	-0.2	0	2	-15	-2
CC(C)(C)OC(=O)N[C@@H](Cc1ccccc1)C(=O)N1CCC(C(=O)O)CC1	.	-27	91	-5	94	-2.2	1	24	-15	11
O=C(Nc1ccc2nc(-c3ccco3)[nH]c2c1)c1cccs1	.	-13	87	-47	78	-4.0	11	7	19	2
COc1ccc(N2C(=O)NC3CC2(C)Oc2ccc(Br)cc23)cc1OC (stereo unspecified)	-1	.	90	-40	88	-1.8	1	9	4	-3
c1ccc(Oc2nc(NCc3ccco3)nc(NCc3ccco3)n2)cc1	1	-5	99	4	104	-1.1	1	32	-15	6
CCn1c(CNC(=O)c2ccco2)nnc1SCC(=O)Nc1cc(C(F)(F)F)ccc1Cl	0	-4	94	-47	88	-2.6	0	3	-15	-4
C=CCN1C(=O)C(Cc2ccc(OC)cc2)S/C1=N\N=C\c1cccs1 (stereo unspecified)	0	-23	100	-44	103	-1.1	8	11	2	-1
Cc1ccccc1S(=O)(=O)Cc1ccc(C(=O)O)o1	0	13	87	-21	99	-0.6	1	6	-11	9
Cc1nn(-c2ccccc2)c(Cl)c1/C=C(\C#N)C(=O)NC(C)C	-1	-16	37	20	59	-5.1	2	7	-4	7
Cc1nc(NCc2ccc3c(c2)OCO3)c2nnn(Cc3ccccc3)c2n1	2	-14	20	32	14	-4.6	7	31	-7	-4
COc1ccc(-n2c(COc3cccc4ccccc34)nnc2SCC(=O)NCc2ccco2)cc1	-2	-2	83	-23	97	-1.7	4	13	-5	-7
O=C(N/N=C/c1ccccc1OCc1ccccc1)c1cccnc1	-2	9	47	-25	39	-3.2	6	3	22	10
O=C(CSc1nnnn1-c1ccccc1)Nc1ncc2c(n1)CC(c1ccco1)CC2=O (stereo unspecified)	.	12	76	-15	77	-0.8	4	5	-14	5
C#CCOCCOCCOCCNc1nc(N2CCN(C(=O)Cn3cc(CCCN=C(N)N)nn3)CC2)nc(N2CCN(C(=O)[C@H](C(C)C)n3cc(CCO)nn3)CC2)n1	.	-17	96	-33	90	-0.8	0	13	1	-7
O=C(NC12CCC(O)C(SC1)/C2=N/O)c1ccccc1 (stereo unspecified)	-3	-13	108	-61	108	-0.7	1	4	-6	0
O=C1Nc2cc(S(=O)(=O)N3CCCC3)ccc2N2CCCC12 (stereo unspecified)	.	24	96	-32	94	-1.8	3	5	-10	4
Cc1cc(N2CCN(c3nc4ccccc4s3)CC2)n2ncnc2n1	.	27	13	-17	25	-2.4	0	20	-19	19
COc1ccc(NC(=O)C2CC(c3ccc(OC)c(OC)c3)=NO2)cc1OC (stereo unspecified)	.	-12	99	-46	108	-0.1	0	26	-9	-2
Cc1nnc(SCC(=O)N(Cc2ccccc2)C(C)C)n1-c1ccccc1	1	-9	91	-34	93	-2.3	5	3	-7	-20
COc1ccc(S(=O)(=O)N2CCN(S(=O)(=O)c3ccc4c(c3)OCCO4)CC2)cc1C	1	5	79	-15	86	-4.0	0	27	-5	-13
COc1cc(C(=O)Nc2nccs2)c(Br)c(OC)c1OC	-2	-26	61	-68	68	-1.9	1	12	-10	0
COc1cc(OC)c(C2C(C#N)=C(N)OC3=C2C(=O)CC(C)C3)cc1OC (stereo unspecified)	-1	.	93	6	101	-1.4	-2	14	1	-3
Cc1c(NC(=O)c2ccc3c4c(cccc24)CC3)c(=O)n(-c2ccccc2)n1C	-2	.	93	-46	93	1.8	7	3	-3	3
Cc1cc2cc(CCNC(=O)CC(C)(C)C)c(=O)[nH]c2cc1C	-1	-15	93	7	88	-0.2	2	8	-2	8
O=C(NCCCn1ccnc1)C1CC2CCC1C2 (stereo unspecified)	0	.	97	-27	93	1.1	-2	15	-2	-7
O=c1[nH]nc(Cc2ccc(-c3cccc(Cl)c3)o2)c2ccccc12	0	17	87	-36	81	0.5	5	6	-12	-4
CC(C)[C@@H]1NC(=O)c2cc([N+](=O)[O-])cc(I)c2NCC[C@@H](C(N)=O)NC(=O)[C@H](CO)NC1=O	.	11	98	-31	95	0.7	-2	10	10	-8
CC1CCN(CCc2nc3cc(NC(=O)Nc4ccccc4)ccc3n2C)CC1	0	-7	64	-97	87	-2.4	-2	7	-5	-9
CCOc1ccccc1C1C(C#N)=C(N)Oc2cc(N)ccc21 (stereo unspecified)	2	34	90	-4	.	-0.7	2	34	-3	6
Cc1cccc2cc(CN(Cc3cccnc3)C(=O)c3ccncc3)c(=O)[nH]c12	5	-29	94	-22	112	-1.4	3	5	-7	11
CC1(C)Cc2cccc(OCC(=O)N3CCN(S(=O)(=O)c4ccccc4F)CC3)c2O1	0	.	98	-36	94	-1.7	2	10	-4	0
O=C(CN1CCN(c2nc(-c3ccc(Cl)cc3)cs2)CC1)NCc1ccco1	0	1	101	2	81	-1.9	3	8	18	2
C=CCC(NCc1ccccc1)c1ccc(C)o1 (stereo unspecified)	.	9	105	-38	103	-2.6	2	30	.	4
Cc1c(C(=O)NC(=S)Nc2ccc3c4c(cccc24)CC3)cccc1[N+](=O)[O-]	1	-43	70	-22	75	-0.6	0	31	-16	2
O=C1CCC(=O)N1c1ccc(CSc2nnnn2C2CCCCC2)cc1	2	.	88	-10	84	-2.3	7	19*	-5	7
Cc1noc(C)c1S(=O)(=O)N1CCCC(C(=O)NC2CCCCC2)C1 (stereo unspecified)	1	1	89	-26	98	-0.9	-2	5	-9	-5
COCCNC(=O)Cn1cnc2ccc(S(=O)(=O)N3CCC(C)CC3)cc2c1=O	.	.	97	-33	99	-2.1	-1	17	-11	-13
Cc1nc(-c2ccccc2)sc1-c1nc(-c2cccnc2)ncc1S(=O)(=O)c1ccccc1	1	.	73	-20	66	-1.3	0	10	-5	0
Cc1ccc(S(=O)(=O)N(C)c2ccc(OCC(=O)O)cc2)cc1	0	23	107	-10	106	0.9	2	13	-10	-13
CCOC(=O)N1CCN(S(=O)(=O)c2ccc(C(=O)Nc3nnc(CSC)o3)cc2)CC1	-11	.	95	-28	92	-0.7	3	4	0	-2
Fc1ccc(CSc2nnc(-c3cc4c(s3)-c3ccccc3CC4)o2)cc1	.	.	82	-27	86	-3.0	2	6	-5	-19
Cc1ccc(/C=N/NC(=O)c2c(-c3ccccc3)noc2C)o1	-3	8	100	-30	93	-1.9	-1	3	-1	1
CC(=O)c1c(C(C)=O)c(C)n(NC(=O)c2cccnc2)c1C	0	.	100	-43	103	0.5	0	9	46*	15
CN(C)S(=O)(=O)c1cccc(NC(=S)Nc2cc(Cl)cc(Cl)c2)c1	.	-5	55	-29	48	-5.8	4	5	-6	-15
COc1ccc(/C=N/NS(=O)(=O)c2ccccc2)cc1OC(=O)c1ccc(C)cc1	.	-8	83	-34	90	-1.2	8	6	-14	-4
CC(=O)Nc1ccc(NC(=O)C(C)OC(=O)C2(c3ccc(Cl)cc3)CCCC2)cc1 (stereo unspecified)	-6	.	82	-45	75	-2.0	1	8	14	-6
CCOC(=O)CCN(Cc1cccs1)S(=O)(=O)c1ccc(Cl)cc1	-1	-9	87	-39	80	-0.3	6	24	15	-5
COc1ccc2[nH]cc(C(=O)CN3CCCCC3)c2c1	2	.	88	-10	93	-2.6	8	1	-6	2
Cc1ccc2cc3cc(C(=O)N4CC(C)CC(C)C4)oc3nc2c1 (stereo unspecified)	.	-27	91	-49	88	0.8	6	22	.	-8
Cc1ccc(NC(=O)c2ccc(Nc3ccccc3F)nc2)cc1	-8	.	94	-37	92	-0.8	5	8	-2	-6
O=C(NCc1ccco1)C1OCCc2ccccc21 (stereo unspecified)	0	21	99	-15	94	-1.3	1	11	-7	-125

Remaining list, next part:
SMILES	Phagocyt inh	E-sel TNF inh	bCat KO growth	BB579 growth dn	HCT116 PTEN-null	MRP1 act	NPY Y2 blocker	Measles CPE	Yeast lifespan up	GALR2 antag
Cc1ccc(C)n1-n1c(C)nc2scc(-c3cccs3)c2c1=O	-1	-10	84	-61	81	-2.7	3	18	-1	0
CN1C(=O)c2ccccc2Sc2ccc(NC(=O)NC3CC3)cc21	.	-15	88	-28	86	-1.9	-2	23	-12	12
COc1ccc(C)cc1NC(=O)CN(C)S(=O)(=O)c1cc(C)ccc1OC	-3	8	99	-65	97	1.1	4	6	7	3
CC(=O)c1c(Nc2ccc3c(c2)OCCO3)oc(C)cc1=O	-1	36	98	1	108	-3.2	1	18	27*	3
CC(=Nc1ccc2c(c1)nc(CO)n2C)C1=C(O)CC(C)(C)CC1=O	4	15	98	-66	96	0.1	4	5	46*	15
CC[n+]1c(-c2ccccc2)csc1Nc1c(C)n(C)n(-c2ccccc2)c1=O	-6	1	84	-40	77	-1.3	3	6	2	-2

As entered above.
`CN1C(=O)c2ccccc2Sc2ccc(NC(=O)NC3CC3)cc21` in NPY Y2 blocker = -2
`Cc1ccc(C)n1-n1c(C)nc2scc(-c3cccs3)c2c1=O` in NPY Y2 blocker = 3
